Screening data (PubChem BioAssay)
MT stabilize HCS – microtubule stabilizers in HeLa cells; HeLa tubulin immunostaining HCS, 24 h; share of cells brighter than vehicle mean+2SD; % tubulin-high responders, % at 10 µM; 200,000 compounds, 0.83% hits;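 active means plate Z-score above 3 for both tubulin-high and condensed-nucleus cell shares, with cell loss under 80%, at 10 µM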;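 further: anti alpha tubulin signal scored within the nucleus-defined area of each cell; some results filed as inactive read as strong as hits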
HEK293 NOD2/NF-kB – NOD2 signaling inhibitors, cell-based, luminescence, uHTS, HEK293 (AID 1566); inhibition, % at 4 µM; hits with a dose series show EC50 in µM; 290,000 compounds, 0.63% hits; HEK293 NOD2/NF-kB luciferase reporter, luminescence; higher % means a stronger effect; in the data active means inhibition above about 50%; further: many of its hits are not listed in these tables
NOD1 inhibition – inhibition of NOD1-driven NF-kB reporter – cell-based, luminescence, uHTS, primary screen (AID 1578); NOD1-driven NF-kB luciferase reporter cells, luminescence; higher % means a stronger effect; inhibition, % at 4 µM, or EC50 in µM where a hit was titrated; 290,000 compounds, 1% hits; in the data active means inhibition mostly above about 36%, no sharp cut-off; inactive means mostly below about 34%;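 further: HEK-293T reporter cells stimulated with the NOD1 agonist gamma-tri-DAP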
bCat nuc transl – beta-catenin nuclear translocation modulation | HeLa beta-catenin nuclear translocation, immunofluorescence imaging | 190,000 compounds, 0.3% hits | nuclear translocation activity, % at 5 µM;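 active means nuclear translocation activity above 50% at 5 µM, with a well cell count of 50 or more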;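 further: per-cell ratio of nuclear to cytoplasmic median beta-catenin stain intensity; plate controls were DMSO negative control for no effect and GSK-3 inhibitor IX positive control for full effect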
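test system = HeLa cells, endogenous beta-catenin | dosing = single 5 µM dose plus 0.02–20 µM confirmation series | times = compound treatment 24 h, 37°C, 5% CO2 | technique = beta-catenin immunofluorescence imaging with DAPI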
Dynein transport – blocks dynein driven cargo transport along microtubules. 3617.4 mouse cells, GR-EGFP nuclear translocation imaging; test concentration mostly 20 µM; stimulated with dexamethasone, 1 µM; active compounds read low. z-score, hits read low. 220,000 compounds, 0.47% hits;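 active means plate z-score of nuclear minus cytoplasmic receptor signal below a set negative limit, without overly bright fluorescence or cell loss, cut at about -3.5 in these data, passing the limit was not always enough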;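 further: z-score of nuclear minus cytoplasmic ring GR-EGFP intensity difference per well; some compounds called inactive have numbers as strong as hits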
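Buffer or medium: tetracycline-free induction medium containing charcoal-stripped FBS / Reagent: dexamethasone agonist, 1.0 µM final, for 30 min / Technique: automated 10x imaging of fixed Hoechst-stained cells / Times: induction 48 h, compound 1 h, agonist 30 min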
Insulin prom up – MIN6 insulin promoter up-regulation; z-score at 5 µM; MIN6 insulin promoter-GFP reporter, high-content imaging; active compounds read high; 190,000 compounds, 0.3% hits;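 active means z-score above 3 at 5 µM with at least 500 cells counted in the well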
Yfh1-off respiration – enhancers of respiration in Yfh1-depleted yeast, dose response, Friedreich's ataxia, plus single-dose screen (AID 1465) | S. cerevisiae Yfh1-off respiration, WST-1 reduction, 72 h; higher fold induction means a stronger effect | one-dose fold induction at 50 µM; EC50 in µM for titrated hits | 220,000 compounds, 0.074% hits;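 active means fold induction of absorbance versus untreated yeast above a set limit, then at least 30% activation at any dose in follow-up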;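 further: activators that raise dye reduction in frataxin-depleted yeast; strong numbers were not always called active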
Autophagy mod – autophagy modulation, high-content screen | 190,000 compounds, 0.98% hits | MEF GFP-LC3 puncta imaging; test concentration mostly 10 µM | AID 463193 | calls only at 10 µM (by protocol);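 active means percentage of spot-positive cells more than 3 SD above its plate mean, without a fluorescence outlier flag or 80% toxicity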;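 further: spot-positive cell cutoff set from DMSO-treated cells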
P. falciparum M17LAP – P. falciparum M17LAP inhibitors, primary screen, biochemical, fluorogenic H-Leu-NHMec substrate, 1536-well (AID 1619); recombinant M17LAP, H-Leu-NHMec fluorogenic kinetic assay; higher % means a stronger effect; inhibition, % at 30 µM, or IC50 in µM where a hit was titrated; 220,000 compounds, 0.38% hits;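 active means compound inhibiting the enzyme by more than half at any dose during confirmatory dose-response retesting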;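 further: plate controls were full reaction with DMSO carrier for no effect and no enzyme background for full effect; strong numbers were not always called active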
Dynein transport cytoplasmic EGFP – recorded beside Dynein transport, whose call it bears; z-score; measured here: cytoplasmic GR-EGFP intensity; active compounds read high
Dynein transport nuclear GR-EGFP – also measured in Dynein transport; calls as there; z-score; measured here: nuclear GR-EGFP intensity;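 lower value marks the stronger effect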
Dynein transport cell count – further read-out of Dynein transport, marked with its call; z-score; measured here: cell count per field
Insulin prom up cell count – second read-out of Insulin prom up, no call of its own (marks repeat the call); cell count; measured here: cytotoxicity, nuclei count;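 total cells summed across four imaged fields per well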
bCat nuc transl cell count 5 µM – also measured in bCat nuc transl; calls as there; cell count; measured here: cell count, cytotoxicity flag
MT stabilize HCS Hoechst-high % – also measured in MT stabilize HCS; calls as there; % Hoechst-high responders; measured here: nuclear condensation Hoechst responders;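 share of cells brighter than vehicle mean plus two SD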
MT stabilize HCS cytotoxicity % – also measured in MT stabilize HCS; calls as there; toxicity, %; measured here: cytotoxicity by cell density;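 0% = mean cell density of plate MIN control wells and 100% = no cells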
Autophagy mod cell loss 18 h – second read-out of Autophagy mod, no call of its own (marks repeat the call); toxicity, %; measured here: cell loss, nuclei count;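 cell loss after 18 h compound exposure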
The depositor's hits bear a star; i = inactive; x = no result given; + = active, no number.

SMILES	MT stabilize HCS	MT stabilize HCS Hoechst-high %	MT stabilize HCS cytotoxicity %	HEK293 NOD2/NF-kB	NOD1 inhibition	bCat nuc transl	bCat nuc transl cell count 5 µM	Dynein transport	Dynein transport cytoplasmic EGFP	Dynein transport nuclear GR-EGFP	Dynein transport cell count	Insulin prom up	Insulin prom up cell count	Yfh1-off respiration	Autophagy mod	Autophagy mod cell loss 18 h	P. falciparum M17LAP
O=C(CSc1c[nH]c2ccccc12)NCc1ccc2c(c1)OCO2	1.9	4.7	9.5	1.4%	-12.4%	-0.6	1041	1.58	-0.108	1.2	-0.692	-0.12	1900	i	i	5.3	4.7%
C/C(=N\N=C(/N)SC1CC(=O)N(c2ccc(Cl)cc2)C1=O)c1cccs1 (stereo not given)	1.4	1.6	9.9	-1.2%	-4.8%	-1.6	1136	0.12	-0.144	0.389	-0.574	-0.01	1840	i	i	19.3	8.5%
O=C1CCCN1c1ccc(S(=O)(=O)NCCc2ccc(Cl)cc2)cc1	1.8	1.3	5.3	19.7%	9.4%	-5.1	1212	-0.789	0.136	-0.191	0.167	-0.38	855	i	i	-0.9	-13.7%
O=C(CSc1nnnn1-c1ccc(O)cc1)Nc1ccc(N2CCOCC2)c(Cl)c1	2.5	0.9	6.1	-4.1%	-12.6%	-1.8	1109	0.535	-0.283	0.328	0.99	-0.16	838	i	i	5.1	17.5%
COC(=O)[C@@H](NC(=O)Nc1ccc(OC)cc1)C(C)C	2.2	2.2	7.5	10.6%	-7.0%	-6.8	1153	-0.000968	-0.00544	0.0125	-0.134	0.42	825	i	i	10.3	31.4%
COC(=O)c1c(C)[nH]c(C(=O)/C=C/c2ccccc2F)c1C	x	x	x	-96.4%	-2.0%	1.4	1256	-0.895	-0.235	-0.386	0.703	-0.18	978	i	x	x	11.0%
O=C(NCCCN1CCN(c2ccccc2F)CC1)C1CCCN(S(=O)(=O)c2cnc[nH]2)C1 (stereo not given)	3.0	2.4	2.7	-4.7%	5.8%	x	x	0.408	-0.15	0.345	-0.226	1.02	843	x	+	-22.0*	-1.0%
CCOC(=O)CC(=O)CSc1nnc2sc3ccccc3n12	4.0	1.5	4.3	11.7%	-34.4%	-6.8	1029	-0.0423	-0.112	-0.288	0.0761	-0.11	1469	i	i	6.7	6.0%
O=C(NCc1nc2ccccc2[nH]1)C1=C[C@H](c2csc3ccccc23)C[C@H](OCc2ccc(CO)cc2)O1	x	x	x	13.8%	-4.3%	-0.2	1341	0.812	-0.72	0.545	-0.589	-0.23	965	i	x	x	15.2%
O=C1NC(=O)/C(=C/c2ccccc2Oc2ccc(Cl)cc2)S1	0.9	1.2	7.6	x	x	1.9	1017	-0.398	-0.227	-0.718	1.15	-0.39	1769	i	i	2.1	28.2%
COCCSc1ncnc2c1oc1nc3c(cc12)COC(C)(C)C3	x	x	x	-67.8%	-12.3%	0.0	1081	0.717	-0.268	0.292	-0.266	-0.29	1493	i	x	x	-0.3%
COc1ccc(/C=N/NC(=O)c2ccccc2O)cc1Cn1cc([N+](=O)[O-])cn1	x	x	x	20.6%	-0.3%	1.2	1311	0.695	-0.179	0.77	-0.356	0.15	1113	i	x	x	6.8%
CCCNC(=O)NC(=O)CSc1ccc2c(c1)OCCO2	0.8	1.1	13.6	2.2%	1.8%	2.7	1309	-0.514	-0.0899	-0.199	1.44	x	x	i	i	-6.0	-3.3%
COc1cc(/C=C/C(=O)NNc2c(F)c(F)cc(F)c2F)ccc1OC(F)F	0.8	0.9	7.1	-10.3%	-9.6%	x	x	-1.2	-0.177	-0.717	0.674	-0.47	1020	i	i	-4.6	9.4%
O=C(N/N=C/c1sc(N2CCOCC2)nc1-c1ccccc1)c1ccccc1O	1.4	3.5	4.7	1.7%	-12.8%	0.6	954	-0.246	-0.275	-0.584	0.164	-0.23	1135	i	i	-15.1	5.0%
Cc1cccc(CSc2nnc(C)c(=O)n2N)c1	1.8	2.6	10.2	14.5%	-22.7%	-1.6	1118	2.42	-0.174	1.55	-2	-0.01	1472	i	i	2.8	-3.8%
COc1ccccc1CNC(=O)CSc1nn2c(=O)c(C(C)(C)C)nnc2s1	1.4	2.1	8.0	18.9%	4.4%	-2.5	1051	-0.313	-0.253	-0.466	0.721	-0.38	1266	i	i	9.7	16.6%
CCOc1ccc(-c2ncncc2-c2ccc(OC)cc2)c(O)c1	6.2	3.0	7.2	16.7%	4.5%	-2.3	1195	-0.201	0.834	0.508	-0.297	0.22	1214	i	i	-9.0	10.1%
Nc1nc(-c2ccc3c(c2)OCCO3)cs1	4.3	3.8	8.4	-76.0%	-38.5%	-6.0	985	-0.568	-0.165	-0.081	0.244	-0.51	1269	i	i	-4.2	0.6%
O=S(Cc1cc(Oc2ccccc2)nc(-c2ccccc2)n1)c1ccccc1 (stereo not given)	1.6	3.0	8.0	20.3%	4.9%	0.1	1405	-0.102	-0.3	0.149	0.466	-1.07	1563	i	i	2.8	7.2%
CC1CCN(C(=O)COC(=O)c2ccc3c(c2)OCO3)CC1	4.7	1.8	7.2	-50.1%	-52.2%	-2.6	1167	-1.15	1	-0.0101	1.77	-0.18	1374	i	i	11.0	6.8%
O=C1/C(=C\Nc2ccc(OC(F)(F)F)cc2)CCN1c1ncccn1	1.0	1.6	6.5	-34.8%	-50.1%	-6.8	1242	1.1	-0.183	0.441	-0.373	0.23	813	i	i	8.5	4.3%
Cc1ccc(NC(=O)c2nc3nccc(C)n3n2)c(C)c1	1.5	1.9	1.8	-16.4%	-27.9%	0.0	1005	-0.118	-0.178	-0.00312	-0.525	0.21	1298	i	i	9.9	15.2%
CCC1c2ccc(C)n2CCN1C(=O)Nc1cc(Cl)ccc1OC (stereo not given)	3.3	1.1	6.7	13.8%	-16.2%	5.2	1051	-0.895	-0.177	-0.457	0.188	x	x	i	i	0.4	14.7%
COC(=O)C1CCN(c2cnccn2)CC1	3.1	1.7	5.5	5.1%	-12.4%	-3.6	914	-0.681	-0.32	-0.374	0.923	0.77	1434	i	i	11.5	16.3%
Cn1nc(-c2ccc(Cl)cc2)c2cc(C(=O)NCCCN3CCCC3)sc21	1.4	1.6	16.6	5.5%	-86.2%	x	x	0.478	-0.155	0.445	0.464	-0.32	886	i	+	14.2*	-12.3%
COc1ccc(C2CC(=O)C=C(O)C2)cc1 (stereo not given)	5.4	2.5	6.3	6.1%	-16.0%	-1.0	512	0.389	-0.223	0.729	0.432	0.31	1285	i	i	6.7	10.2%
Cc1cc(C)c(S(=O)(=O)N2CCOC2CNC(=O)C(=O)NCCc2c[nH]c3ccccc23)c(C)c1 (stereo not given)	3.2	1.9	8.5	0.6%	-22.1%	3.1	539	-0.589	-0.209	0.456	0.418	-0.05	1211	i	i	22.2	-6.4%
CCN(CC)S(=O)(=O)c1ccc(NC(=O)C2c3ccccc3Oc3ccccc32)cc1	3.2	2.3	5.9	-15.5%	-12.0%	1.9	1028	-0.743	-0.2	0.387	0.284	x	x	i	i	1.4	0.7%
COc1ccc(OC)c(NC(=O)CSC2=C(C#N)C(c3ccco3)C3=C(CCCC3=O)N2)c1 (stereo not given)	3.0	3.6	5.7	3.7%	2.3%	1.2	1110	-0.901	-0.268	0.153	0.523	-0.65	1085	x	i	-3.1	-5.0%
CCn1c(SCc2nc3ccccc3[nH]2)nnc1-c1ccc(OC)cc1	3.1	2.9	2.0	7.3%	-1.9%	3.8	1347	0.735	-0.326	0.462	-0.456	0.2	1228	i	i	6.2	19.7%
CC(C)(C)NC(=O)CN(C(=O)C(=O)Nc1ccc2c(c1)OCCO2)C(C)(C)C	5.2	1.2	3.4	9.5%	-8.9%	1.0	1455	0.0147	-0.337	-0.329	0.614	-0.52	1522	i	i	5.5	2.3%
CCOc1ccccc1NC(=O)Cn1nnc(C(=O)NCCc2ccc(OC)c(OC)c2)c1N	1.7	1.6	2.6	23.9%	-3.5%	x	x	-1.07	-0.306	-0.578	0.69	0.11	1301	i	i	12.7	0.7%
COCCOC(=O)C1=C(C)NC2=C(C(=O)CCC2)C1c1cc2c(cc1Br)OCO2 (stereo not given)	3.4	2.7	6.7	1.4%	3.9%	1.3	1135	0.227	-0.244	0.103	0.0761	0.64	1197	i	i	6.0	7.9%
O=C(/C=C/Nc1ccc(F)cc1F)c1ccco1	2.0	2.3	9.1	-216.9%	-11.6%	-4.9	1067	-0.509	-0.248	0.235	0.588	1.44	1567	i	i	3.5	2.8%
CC1(C)CC(=O)C2=C(C1)NC1=C(C(=O)c3ccccc31)C2c1ccc(O)cc1 (stereo not given)	3.7	4.0	9.7	16.3%	1.2%	0.9	919	-0.877	-0.279	-0.727	1	-0.86	1243	i	i	-11.4	-0.9%

Random excerpt: 2 compounds from above, in no set order.
SMILES	MT stabilize HCS	MT stabilize HCS Hoechst-high %	MT stabilize HCS cytotoxicity %	HEK293 NOD2/NF-kB	NOD1 inhibition	bCat nuc transl	bCat nuc transl cell count 5 µM	Dynein transport	Dynein transport cytoplasmic EGFP	Dynein transport nuclear GR-EGFP	Dynein transport cell count	Insulin prom up	Insulin prom up cell count	Yfh1-off respiration	Autophagy mod	Autophagy mod cell loss 18 h	P. falciparum M17LAP
COC(=O)C1CCN(c2cnccn2)CC1	3.1	1.7	5.5	5.1%	-12.4%	-3.6	914	-0.681	-0.32	-0.374	0.923	0.77	1434	i	i	11.5	16.3%
COc1ccc(OC)c(NC(=O)CSC2=C(C#N)C(c3ccco3)C3=C(CCCC3=O)N2)c1 (stereo not given)	3.0	3.6	5.7	3.7%	2.3%	1.2	1110	-0.901	-0.268	0.153	0.523	-0.65	1085	x	i	-3.1	-5.0%

A portion of the library; rates above refer to the full screens.
